UDG counterscr: Primary qHTS assay for inhibitors of Activation Induced Cytidine Deaminase (AID): UDG Counterscreen signal. Uracil-DNA glycosylase. FRET deamination/UDG coupled assay, UDG read, 4 h. Potency, µM (titrated, usually from 115 µM), without a hit: top-dose activity change, negative = inhibition, hits mostly inhibitors. 0.14% of 91,000 active. AID 1347430, 2020; further: nearly all actives have a fitted effect of over 65% in size
AID inh: Primary qHTS assay for inhibitors of Activation Induced Cytidine Deaminase (AID): AID signal; Single-stranded DNA cytosine deaminase (Homo sapiens), Q9GZX7; AID deamination FRET fluorescence, UDG-coupled, 4 h; Potency, µM (series often up to 115 µM), without a hit: top-dose activity change, negative = inhibition, usual class: inhibitors; 0.32% of 91,000 active; AID 1347428, 2020; further: nearly all actives have a fitted effect of over 25% in size
Target sequence (Q9GZX7 whole entry, looked up): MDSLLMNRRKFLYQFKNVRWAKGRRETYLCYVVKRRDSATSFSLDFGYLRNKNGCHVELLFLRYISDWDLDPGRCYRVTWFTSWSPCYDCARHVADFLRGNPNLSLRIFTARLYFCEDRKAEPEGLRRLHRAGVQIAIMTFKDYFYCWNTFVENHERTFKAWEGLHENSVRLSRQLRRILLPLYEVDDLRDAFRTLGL
The depositor's hits bear a star; u = inconclusive; [ ] = another dose, or the depositor's remark. The call rests on the fitted dose curve; in most records, active means well fitted curve in the direction sought with a large enough effect; inconclusive means small, poorly fitted or top-dose-only effect, or another doubt; inactive means no such curve, though single readings can be large; an effect the other way counts as inactive or inconclusive. On the % scale 0 is the no-effect control and ±100 the full control effect; potency means the concentration at half of the fitted maximal effect.

#1 CC(C)OCc1cc(CN2CCN(c3ccccc3)CC2)c(O)c2ncccc12
#2 Cn1ccc2cc3c(cc21)CCN3C(=O)Nc1cccnc1
#3 O=C(O)C1Cc2ccccc2CN1 (stereo not given)
#4 Nc1ncnc2c1c(-c1ccc(Oc3ccccc3)cc1)cn2C1CCCC1
#5 O=C(/C=C/c1ccc(Cl)cc1)c1cccc(O)c1
#6 CCOC(=O)c1ccc(NC(=O)c2cc(=O)c3ccc(C)c(C)c3o2)cc1
#7 CC(=O)N[C@@H](Cc1ccccc1)C(=O)O
#8 CCC1(O)CC2CN(CCc3c([nH]c4ccccc34)[C@@](C(=O)OC)(c3cc4c(cc3OC)N(C)C3[C@]45CCN4CC=C[C@@](CC)([C@@H](OC(C)=O)[C@]3(O)C(=O)OC)[C@H]45)C2)C1 (stereo not given in full)
#9 CCOc1ccc2nc(N3CCC(C(=O)Nc4ccccc4CC)CC3)sc2c1
#10 O=C1c2c(O)ccc(O)c2C(=O)c2c(NCCNCCO)ccc(NCCNCCO)c21

| screen / no. | 1 | 2 | 3 | 4 | 5 | 6 | 7 | 8 | 9 | 10 |
| --- | --- | --- | --- | --- | --- | --- | --- | --- | --- | --- |
| UDG counterscr | 1.9% | -7.0% | 6.2% | -20.1% | -5.2% | -1.1% | 6.9% | -18.3% | 8.9% | 39.8µM* |
| AID inh | 24.5% | -6.7% | -3.3% | -26.4% | -17.4% | 8.3% | 5.3% | -20.9% | u | 10µM* |

#11 CCn1cc(C(=O)O)c(=O)c2cc(F)c(N3CCNC(C)C3)c(F)c21 (stereo not given)
#12 Cc1cccc(Cc2c(C)nc3c(-c4ccccc4)c(C)[nH]n3c2=O)c1
#13 CN(C)S(=O)(=O)n1cc(/C=C(\NC(=O)c2ccccc2)C(=O)NCCCn2ccnc2)c2ccccc21
#14 N=c1nc(N2CCCCC2)cc(N)n1O
#15 Cc1scc2c1N(C(=O)CN1CCN(C)CC1)c1ccccc1NC2=O
#16 Cc1c(Cl)cccc1NC(=O)Cn1cc(C(=O)C2CCCCC2)c2ccccc21
#17 Cc1ccc(C)c(Nc2nc3nonc3nc2Nc2cccc(C)c2C)c1
#18 CCOC(=O)c1sc(NC(=O)c2c(-c3ccccc3)c(-c3ccccc3)nn(C)c2=O)nc1C
#19 Cc1nc2c3ccccc3nc(NNC(=O)CCC(=O)N3CCN(c4ccccc4F)CC3)n2n1
#20 CC(C)NNC(=O)c1ccncc1

| screen / no. | 11 | 12 | 13 | 14 | 15 | 16 | 17 | 18 | 19 | 20 |
| --- | --- | --- | --- | --- | --- | --- | --- | --- | --- | --- |
| UDG counterscr | 3.6% | -2.5% | 1.1% | 7.9% | -9.2% | -2.8% | -13.7% | 8.2%[57.5 µM] | 17.3% | -7.6% |
| AID inh | 8.0% | -4.7% | 9.4% | 2.9% | 3.4% | 13.8% | -15.1% | -15.7% | -21.0% | -1.0% |

The list is partial; the hit share may differ from the screen's.
